A549 tox = counter-screen for Nrf2 inhibitors: cytotoxicity in A549 cells; A549 ARE-Fluc cells, CellTiter-Fluor viability, 18-24 h; Potency, µM (top dose mostly 46 µM), for inactives: at the highest dose activity change, negative = cytotoxicity, hits mostly inhibitors; 0.16% of 390,000 active; also: potency is read from the fitted curve at half-maximal effect; % is scaled to controls: 0 for no effect and ±100 for the full control effect
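A549 ARE_Fluc cells in 5% FBS OPTI-MEM were exposed to compounds in concentration-response for 18-24 h at 37 deg C. Viability was read by CellTiter-Fluor fluorescence (Ex 405/Em 525) after 30 min, before the luciferase read.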
pAkt inh = Akt phosphorylation inhibition | Neuro2A IGF-stimulated pAkt S473 HTRF, 20 min; stronger effect = lower value | 0.32% of 360,000 active | activity change, % for hits at 50 µM; in the data active = activity change below about -80%; inconclusive = mostly about -51% to -80%; also: % is scaled to controls: 0 for no effect and ±100 for the full control effect
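Neuro2A cells in DMEM with 0.5% FBS, overnight at 37 deg C, given compound at single 50 µM final, then IGF (6 nM final) for 20 min at 37 deg C. Lysed; phospho-Akt Ser473 by HTRF after 24 h, 665/615 ratio.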
TGFb inhibitor = blocks TGF-b signaling. HepG2 CAGA-GFP TGF-b/SMAD3 reporter, GFP fluorescence, 18 h; TGF-beta stimulated, 500 pg/mL final. Potency, µM (series often up to 46.1 µM), inactives show top-dose activity, negative = inhibition, usual class: inhibitors. 1.2% of 410,000 active. AID 588855; also: potency is read from the fitted curve at half-maximal effect; % is scaled to controls: 0 for no effect and ±100 for the full control effect; nearly all actives have a fitted effect of over 65% in size
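GFP signal (ex488/em500-530) from TGF-beta-stimulated HEPG2 CAGA-GFP cells, 500 pg/mL final, 18 h at 37 degrees C in DMEM plus 1% FBS, normalized to unstimulated and DMSO-stimulated controls.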
Nrf2 block = Nrf2 pathway inhibition; A549 ARE-Fluc reporter, luciferase luminescence, 18-24 h; Potency, µM (doses to about 46 µM), for the others: at the top dose activity change, negative = inhibition, actives largely listed as inhibitors; 2.1% of 360,000 active; AID 504444; also: potency is read from the fitted curve at half-maximal effect; % is scaled to controls: 0 for no effect and ±100 for the full control effect; nearly all actives have a fitted effect of over 60% in size
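Concentration-response testing used A549 ARE_Fluc cells at 5000 cells/well. Following an 18-24 h compound incubation, viability was read by fluorescence (Ex 405/Em 525) and luciferase output by luminescence.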
Nrf2 activator = activators of Nrf2 (ARE) signaling; AREc32 ARE-luciferase reporter (MCF7-derived line), luminescence, 24 h; AID 624171; Potency, µM (doses to about 46.1 µM), for inactives: at the top dose activation, usual class: activators; 0.31% of 410,000 active; also: potency is read from the fitted curve at half-maximal effect; % of control where 0% means no effect; nearly all actives have a fitted effect of over 65% in size
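For detection, Steady-Glo was added and plates sat 30 min at RT; before that, AREc32_Fluc cells grown overnight in OPTI-MEM/5% FBS had been treated with 23 nL compound for 24 hr at 37 deg C.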
MmCpn inh = inhibitors of Methanococcus maripaludis chaperonin (MmCpn); purified Mm-Cpn ATPase, ADP Transcreener TR-FRET; Potency, µM (doses to about 76.9 µM), inactives show at the highest dose activity, negative = inhibition, most hits filed as inhibitors; 0.031% of 330,000 active; AID 504842; also: potency is read from the fitted curve at half-maximal effect; % is scaled to controls: 0 for no effect and ±100 for the full control effect; nearly all actives have a fitted effect of over 80% in size
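Purified archaeal Mm-CPN (25nM final) preincubated 10 min at 37degC with compound, then 10uM ATP for 30 min at 37degC; ADP measured by HTRF Transcreener TR-FRET; buffer 30 mM TRIS pH 7.4, 100mM KCl, 5mM MgCl2, 1mM DTT.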
Abeta yeast res = restores growth of yeast expressing A-beta42 peptide. yeast expressing A-beta42, growth rescue, OD600, 48 h; response scale: 0% DMSO, 100% iron-clioquinol control. 0.063% of 410,000 active. AID 1347071. Potency, µM (highest dose often 46.1 µM), inactives show at the top dose growth rescue, actives largely listed as activators; also: potency is read from the fitted curve at half-maximal effect; nearly all actives have a fitted effect of over 55% in size
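Yeast A-beta toxicity model in growth medium with pinned compounds, 48 h at 30 C; growth read as absorbance at 600 nm. Normalized to FeCl3/clioquinol equimolar mix (positive) and DMSO (negative).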
HepG2 tox = kills HepG2 cells in TGF-b inhibitor counter-screen; HepG2 CAGA-GFP viability, ATP luminescence, 18 h; Potency, µM (highest dose often 46.1 µM), for the others: at the highest dose activity change, negative = cytotoxicity, hits mostly cytotoxic; 0.76% of 410,000 active; also: potency is read from the fitted curve at half-maximal effect; some results filed as inactive show a strong effect at the top dose
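CellTiter-Glo luminescence gave cytotoxicity after 18 hours at 37 degrees C. The cells were HepG2 CAGA-GFP in 1% FBS DMEM, stimulated with 500 pg/mL TGF-beta after compound addition. %Activity was normalised to no-cell wells (complete cell-killing) and DMSO (no toxicity), and curves were fitted and classified.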
CCT modulator = modulators of cytosolic chaperonin (CCT/TRiC) activity; purified chaperonin ATPase assay, HTRF ADP detection, 30 min; activity change, % (concentration not given with the values), hits read low; 0.3% of 360,000 active; AID 651819; in the data active = activity change below about -30%; also: % is scaled to controls: 0 for no effect and ±100 for the full control effect
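First, chaperonin was dispensed at 40 nM or 20 nM final depending on batch activity. Next, compounds were pinned at 76 uM and ATP added at 10 uM. After 30 min at 37 °C, ADP detection reagents ran 30 min at ambient temperature.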
* = called active by the depositor; i = inactive; ? = inconclusive; . = not tested or not shown; ! = a repeat was not active; [ ] = remark or other dose. Unless noted, calls follow the shape of the dose curve; as a rule, active = well fitted curve in the direction sought with a large enough effect; inconclusive = small, poorly fitted or top-dose-only effect, or another doubt; inactive = no such curve, though single readings can be large; an effect the other way counts as inactive or inconclusive.

SMILES	A549 tox	pAkt inh	TGFb inhibitor	Nrf2 block	Nrf2 activator	MmCpn inh	Abeta yeast res	HepG2 tox	CCT modulator
O=C(Nc1cccc(-c2csc(-c3ccccc3)n2)c1)c1cccs1	0%	i	?	16µM*	4.0%	-17%	24%	-42%	2.9
CC(C)(C)c1ccc(C(=O)OCC(=O)N2CCC(c3ccccc3)=N2)cc1	3%	i	12%	1%	0.2%	-1%	-18%	7%	0.9
Cn1cc(C(=O)c2ccc(Cl)cc2Cl)cc1C(=O)N/N=C(\N)COc1ccc(F)cc1	-20%	i	-6%	?	1.9%	1%	-15%	-3%	1.5
Cc1[nH]n(-c2ccccc2)c(=O)c1C(=O)Nc1ccccc1	-2%	i	10%	?	-0.6%	-1%	-2%	-35%	-1.0
NNC(=O)C1CC1(c1ccccc1)c1ccccc1 (centres undefined)	0%	i	12%	-14%	-0.8%	2%	7%	-4%	0.7
Cc1ccc(C)c(Nc2nc(-c3cccnc3)cs2)c1	10%	i	6%	?	3.7%	2%	1%	-19%	0.8
Cc1cccc(C)c1NC(=O)c1cccnc1	6%	i	-1%	1%	-0.2%	-4%	3%	-29%	-0.1
FC(F)(F)c1ccc2c(c1)C1C=CCC1C(c1ccncc1)N2 (centres undefined)	-12%	i	-14%	?	2.8%	1%	-23%	2%	-0.4
COC(=O)C(C)Sc1nc2c(cnn2-c2ccc(Cl)cc2)c(=O)[nH]1 (centres undefined)	0%	i	0%	-11%	0.1%	-6%	-1%	3%	-1.1
Cc1ccc(S(=O)(=O)N(C)C)cc1NC(=S)NNC(=O)C1CC1	2%	i	-19%	3%	1.9%	1%	3%	-13%	-2.8
Cc1cccc(N(C(=O)CCC(=O)Nc2cc(C)on2)C(C(=O)NC2CCCC2)c2cccnc2)c1 (centres undefined)	-8%	i	3%	-5%	-0.3%	1%	-10%	-1%	0.7
CCN(C[C@H]1N[C@@](Cc2ccccc2)(C(=O)OC)[C@H]2C(=O)N(C)C(=O)[C@@H]12)C(=O)Nc1ccccc1	0%	i	-3%	0%	-0.4%	-3%	-8%	-50%	-3.2
O=C1[C@H]2[C@@H](C(=O)N1c1cccc3ccccc13)C1(C(=O)c3ccccc3C1=O)N1CCC[C@@H]21	-9%	i	0%	29%	?	0%	-3%	-1%	-1.1
O=C(O)c1ccc(N2CCCS2(=O)=O)cc1	8%	i	-12%	11%	0.6%	0%	-13%	-8%	-1.7
Cc1nnc(Sc2cc(C(=O)NCCCN(C)Cc3ccccc3)c3ccccc3n2)s1	1%	i	9%	6%	7.5%	-2%	7%	-10%	-1.0
COc1ccc(/C(N)=N/O)c(OC)c1	-1%	i	3%	15%	0.4%	-1%	11%	3%	-3.6
CCSc1nnc(NC(=O)C2C3C=CC(C3)C2C(=O)O)s1 (centres undefined)	-2%	i	-2%	.	-0.6%	4%	-5%	-9%	-2.7
Cc1cc2cc(CNC(=O)c3ccc(S(=O)(=O)N4CCCCC4)cc3)ccc2n1C	-15%	i	-12%	?	0.0%	?	-7%	-36%	-1.1
C=CCn1c(SCC(=O)N2CCCC2=O)nc2sc(CC)cc2c1=O	9%	i	-1%	5%	0.0%	0%	-29%	-1%	0.3
Nc1ccccc1Nc1cc(-c2cccc(Cl)c2)nn1-c1ccccc1	-4%	i	?	5%	2.2%	2%	-30%[inhibitor]	-29%	-0.8

4 compounds already listed, sorted by length of the SMILES, lowest first.
SMILES	A549 tox	pAkt inh	TGFb inhibitor	Nrf2 block	Nrf2 activator	MmCpn inh	Abeta yeast res	HepG2 tox	CCT modulator
O=C(O)c1ccc(N2CCCS2(=O)=O)cc1	8%	i	-12%	11%	0.6%	0%	-13%	-8%	-1.7
Cc1ccc(C)c(Nc2nc(-c3cccnc3)cs2)c1	10%	i	6%	?	3.7%	2%	1%	-19%	0.8
Cc1cccc(N(C(=O)CCC(=O)Nc2cc(C)on2)C(C(=O)NC2CCCC2)c2cccnc2)c1 (centres undefined)	-8%	i	3%	-5%	-0.3%	1%	-10%	-1%	0.7
O=C1[C@H]2[C@@H](C(=O)N1c1cccc3ccccc13)C1(C(=O)c3ccccc3C1=O)N1CCC[C@@H]21	-9%	i	0%	29%	?	0%	-3%	-1%	-1.1

Next section.
SMILES	A549 tox	pAkt inh	TGFb inhibitor	Nrf2 block	Nrf2 activator	MmCpn inh	Abeta yeast res	HepG2 tox	CCT modulator
N#C/C(=C\c1cc([N+](=O)[O-])c(N2CCOCC2)cc1N1CCOCC1)c1nc2ccccc2[nH]1	?	i	-20%	?	2.7%	1%	18%	-25%	-0.3
Cc1cccc(NC(=O)CCSc2ccccc2)c1C	9%	i	-8%	12%	3.1%	0%	5%	6%	0.2
CCOc1cc(N2CCOCC2)c(OCC)cc1NC(=O)[C@H](C)NC(=O)c1ccco1	3%	i	10%	2%	-0.2%	-1%	6%	17%	-0.7
CCCn1c(-c2ccc[nH]c2=O)nc2cc(C)c(C)cc21	-4%	i	2%	?	0.0%	-8%	0%	-2%	0.2
CN(Cc1ccccc1)C(=O)c1ccc(COc2ccccc2)cc1	0%	i	-12%	1%	-0.4%	-11%	11%	4%	-2.3
Cc1ccc(CCNC(=O)CSCc2nc(-c3ccc(C)cc3)oc2C)cc1	-7%	.	?	?	-0.5%	.	-7%	-50%	.
CCn1c(C(=O)N2CCC(C(=O)N3CCN(c4cccc(C)c4C)CC3)CC2)cc2sccc21	-20%	.	11µM*	21µM*	-2.1%	.	-22%	-13%	.
Nc1ncnc2c1C(c1ccccc1)c1c(ccc3ccccc13)O2 (centres undefined)	?	.	?	18µM*!	-1.7%	1%	-24%	-95%	.
CCN(CC(=O)Nc1ccc(OC)cc1)C(=O)c1cc2c(s1)CCCCC2	4%	i	-30%	-11%	1.4%	-8%	6%	-6%	-3.2
CSc1ncccc1C(=O)OCC(=O)N(C)C1CCS(=O)(=O)C1 (centres undefined)	1%	i	4%	-7%	0.2%	-1%	6%	4%	-2.2
COc1ccc(N2CCN(C(=O)C3CCN(S(=O)(=O)c4ccc(C)cc4)CC3)CC2)cc1	7%	i	-5%	-13%	-0.3%	-3%	-5%	0%	-1.2
COc1ccc(OC)c(NC(=O)CSC2=Nc3ccccc3C3=NC(CCC(=O)NCc4ccccc4)C(=O)N23)c1 (centres undefined)	6%	.	?	.	6.0%	.	-12%	-28%	.
CCC(C)(C)NC(=O)C(c1ccc(C)o1)N(Cc1ccc2c(c1)OCO2)C(=O)c1snc(C(N)=O)c1N (centres undefined)	1%	i	17%	2%	-0.5%	1%	-7%	11%	0.6
COC(=O)c1ccc(CSc2n[nH]c(=S)s2)o1	9%	-100%*	-22%	.	2.1%	?	0%	-7%	2.2
CCNS(=O)(=O)c1ccc(CCC(=O)NCCc2ccc(OC)cc2)cc1	1%	i	10%	8%	-0.1%	-1%	12%	8%	1.9
CCCCCC(=O)Nc1ccc(Cc2ccncc2)cc1	-4%	i	-15%	?	-0.1%	0%	3%	-22%	-2.2
CN(C)c1ccc(CNC(=O)C2CCCN(S(=O)(=O)c3ccc4c(c3)CCCC(=O)N4)C2)cc1 (centres undefined)	0%	.	?	5.8µM*	-0.6%	.	-19%	-38%	.
CC(=O)Nc1ccc(CN(C)c2c(C)nc3ccc(C(=O)NCCCN4CCCC4=O)cn23)cc1	.	i	9%	.	0.0%	.	-7%	0%	-1.6
COc1ccc(CCNC(=O)CNC(=O)N2CC(=O)Nc3ccccc32)cc1	.	i	6%	.	3.3%	.	10%	4%	0.1
COc1ccc(/C=C/C(=O)NC(=S)NNC(=O)c2cccnc2)cc1OC	-2%	i	-2%	-13%	3.5%	2%	7%	-2%	-1.1
COc1cccc(-c2cc(C(=O)N3CCN(Cc4ccccc4)CC3)no2)c1	-3%	i	?	5%	0.5%	-1%	11%	-46%	-2.2
CC1(C(=O)NCc2cccnc2)CCC(=O)N1CCc1ccccc1 (centres undefined)	2%	i	-4%	7%	-1.0%	4%	-16%	2%	0.5
COc1cc(NC(=O)CCN2CC(C)OC(C)C2)cc(OC)c1 (centres undefined)	-11%	i	-1%	-7%	-0.1%	4%	17%	38%	-0.8
Oc1ccc(/C=N/n2cnn(Cc3ccccc3Cl)c2=S)c(O)c1	0%	i	-27%	-1%	-1.0%	0%	-9%	-19%	0.1
Cc1ccc(OCc2ccc(C(=O)N3CCOCC3)cc2)cc1C	2%	i	-6%	14%	1.4%	1%	-9%	-11%	-2.2
CCOC(=O)C1CCC(CN(Cc2ccc(Cl)cc2)S(=O)(=O)c2cc(Cl)cc(Cl)c2)CC1 (centres undefined)	7%	.	22%	.	0.4%	.	-6%	1%	.
CCc1nc(SCC(=O)Nc2ccccc2)c2c(=O)n(C)c(=O)n(C)c2n1	0%	i	12%	4%	0.6%	0%	7%	0%	-1.2
CN(C(=O)c1ccc(C#N)cc1)c1nnc(-c2ccccn2)s1	-5%	i	12%	10%	0.1%	-1%	-10%	-13%	1.6
O=C(CNc1ccc(Cl)cc1)c1ccc(Br)cc1	5%	i	-9%	-5%	5.9%	1%	10%	5%	-6.0
CN(C)c1nc(N)nc(CSc2nnnn2-c2ccccc2)n1	7%	i	9%	-21%	-0.6%	-2%	-2%	-12%	2.0
CCn1c(-c2csc(C(C)C)c2)n[nH]c1=S	2%	i	-23%	-20%	0.3%	2%	11%	-4%	0.0
Cc1ccc(NC(=O)c2ccc(CNS(=O)(=O)c3ccc4c(c3)C(C)(C)C(=O)N4C)cc2)cc1C	-29%	.	?	18µM*	0.0%	.	-3%	-27%	.
